Bioassay records (PubChem)
B2AR arrestin – beta2AR (human) beta-arrestin recruitment activity; P07550; beta-arrestin recruitment to beta2AR, cell-based reporter; Potency, µM (titrated, usually from 46.1 µM), without a hit: at the highest dose activation, actives largely listed as activators; 330,000 tested, 0.02% active;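 further: potency means the concentration at half of the fitted maximal effect; 0% = DMSO controls and full agonism = EC100 isoproterenol or metaproterenol; nearly all actives have a fitted effect of over 65% in size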
GALK inh – galactokinase (human) inhibition; 270,000 tested, 0.007% active; Potency, µM (series often up to 57.5 µM), inactives show at the top dose activity change, negative = inhibition, usual class: inhibitors; P51570; Purified GALK, Kinase-Glo residual ATP luminescence; AID 1868; further: potency means the concentration at half of the fitted maximal effect; on the % scale 0 is the no-effect control and ±100 the full control effect
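Galactose (100 uM) and ATP (35 uM) were turned over by 5 nM GALK for 1 h at RT. Kinase-Glo Plus then converted the remaining ATP into a luminescent signal.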
Giardia kill – Giardia lamblia killing. activity change, % at 7.66 µM, hits read low. AID 540267. Giardia lamblia trophozoite viability. 340,000 tested, 0.15% active; in the data active means activity change below about -80%; inconclusive means between about -30% and that limit;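 further: parasites exposed to compound for two days anaerobically before the ATP read; on the % scale 0 is the no-effect control and ±100 the full control effect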
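Luminescent ATP signal served as the viability read-out, measured 15-30 min after adding ATP detection reagent to trophozoites that had been incubated with compounds for 48 hrs at 37 deg C anaerobically at 100 cells/well.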
PKM2 act – PKM2 (human) enzyme activation. P14618. purified PKM2, Kinase-Glo ATP luminescence, activation; response scale: 0% is enzyme alone, no compound. Potency, µM (series often up to 57.5 µM), for inactives: at the highest dose activation, actives largely listed as activators. 260,000 tested, 0.34% active. AID 1631; further: potency means the concentration at half of the fitted maximal effect; on the % scale 0 is the no-effect control and ±100 the full control effect; nearly all actives have a fitted effect of over 55% in size
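ATP formation by purified human PK-M2, quantified via coupled luciferase luminescence after 1 h at room temperature with 0.1 mM ADP and 0.5 mM PEP final.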
hERG WT inh – KCNH2 (human, wildtype) channel inhibition. Q12809. U2OS, BacMam KCNH2, thallium flux FluxOr; hits give low values. activity change, % at 1.84 µM. 340,000 tested, 0.37% active. AID 720551;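 active means maximum activity change below -70%; inconclusive means maximum activity change between -70% and -50%; inactive means maximum activity change above -50%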; further: on the % scale 0 is the no-effect control and ±100 the full control effect
Target sequence (Q12809 whole entry, looked up): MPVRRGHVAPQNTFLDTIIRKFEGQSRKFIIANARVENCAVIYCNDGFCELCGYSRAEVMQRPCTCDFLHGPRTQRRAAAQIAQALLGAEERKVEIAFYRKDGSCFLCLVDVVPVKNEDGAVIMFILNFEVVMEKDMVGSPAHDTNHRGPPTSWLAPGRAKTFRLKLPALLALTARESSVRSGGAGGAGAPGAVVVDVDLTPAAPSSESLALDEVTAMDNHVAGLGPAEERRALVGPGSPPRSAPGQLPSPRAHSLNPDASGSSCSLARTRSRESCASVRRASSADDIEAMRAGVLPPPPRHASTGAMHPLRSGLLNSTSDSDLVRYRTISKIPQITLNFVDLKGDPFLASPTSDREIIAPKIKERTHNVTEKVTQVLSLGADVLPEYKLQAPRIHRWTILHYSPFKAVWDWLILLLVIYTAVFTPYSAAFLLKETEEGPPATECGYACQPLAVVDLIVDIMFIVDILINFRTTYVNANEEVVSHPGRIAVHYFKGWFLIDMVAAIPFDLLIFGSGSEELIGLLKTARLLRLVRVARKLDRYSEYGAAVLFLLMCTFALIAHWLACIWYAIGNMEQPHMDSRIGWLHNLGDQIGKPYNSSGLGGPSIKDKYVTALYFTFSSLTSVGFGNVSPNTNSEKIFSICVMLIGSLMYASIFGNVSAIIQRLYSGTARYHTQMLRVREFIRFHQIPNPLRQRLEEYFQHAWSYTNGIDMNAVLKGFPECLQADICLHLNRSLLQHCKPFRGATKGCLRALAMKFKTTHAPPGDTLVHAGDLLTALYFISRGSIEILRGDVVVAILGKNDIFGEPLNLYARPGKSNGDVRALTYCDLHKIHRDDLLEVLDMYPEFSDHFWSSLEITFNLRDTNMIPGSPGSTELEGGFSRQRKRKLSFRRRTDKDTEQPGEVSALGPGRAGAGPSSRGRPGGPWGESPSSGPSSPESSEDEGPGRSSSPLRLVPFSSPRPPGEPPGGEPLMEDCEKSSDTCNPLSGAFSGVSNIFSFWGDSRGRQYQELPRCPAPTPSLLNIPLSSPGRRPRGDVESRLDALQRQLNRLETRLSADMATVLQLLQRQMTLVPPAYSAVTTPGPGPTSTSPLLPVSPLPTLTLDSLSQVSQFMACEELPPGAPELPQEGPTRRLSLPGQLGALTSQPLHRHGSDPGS
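U2OS cells transduced with wild-type KCNH2 virus are loaded with FluxOr dye for 45 min, and thallium flux is measured in kinetic reads before and after stimulation buffer. Rate constants are normalized to DMSO controls.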
CXXC DNA block – inhibitors of human MLL CXXC domain-DNA interaction. Q03164. MLL-CXXC / FITC-HOXA9 DNA fluorescence polarization. Potency, µM (top dose mostly 115 µM), for inactives: top-dose activity change, negative = inhibition, most hits filed as inhibitors. 290,000 tested, 0.037% active. AID 2662; active means well fitted inhibition curve with a large enough effect in the polarisation, with a control signal flat, not every such curve was filed as active; inconclusive means small, poorly fitted or top-dose-only effect, or effect the other way, or a change in a side signal; inactive means no such curve, though single readings can be large or run the other way; the % refers to the polarisation; further: potency means the concentration at half of the fitted maximal effect
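Fluorescence polarization: 7 uM MLL-CXXC (stock) preincubated 5 min with compounds, then 50 nM fluorescein-HOX-A9 DNA (stock) added; 30 min ambient. Buffer 50 mM Tris-HCl pH 7.5, 50 mM NaCl, 1 mM DTT, 0.05% BSA.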
Menin MLL FP TR – inhibitors of human menin-MLL interaction, mutant MLL peptide; Menin + Texas Red MLL mutant peptide, fluorescence polarization; Potency, µM (highest dose often 61.6 µM), for inactives: at the highest dose FP activity change, negative = inhibition, actives largely listed as inhibitors; 270,000 tested, 0.23% active; active means well fitted inhibition curve with a large enough effect in the polarisation, with a control signal flat, not every such curve was filed as active; inconclusive means small, poorly fitted or top-dose-only effect, or effect the other way, or a change in a side signal; inactive means no such curve, though single readings can be large or run the other way; the % refers to the polarisation; further: potency means the concentration at half of the fitted maximal effect; % of control where 0% means no effect; many of its hits are not listed in these tables
KCNH2 3.1 block – KCNH2 3.1 (human) potassium channel inhibition; U2OS KCNH2 3.1, thallium flux FluxOr; hits give low values; 340,000 tested, 0.95% active; AID 720553; activity change, % (tested at about 1.8 µM);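 active means maximum activity change below -70%; inconclusive means maximum activity change from -70% to -50%; inactive means maximum activity change above -50%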;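 further: thallium influx rate constant from kinetic fluorescence after stimulation buffer; on the % scale 0 is the no-effect control and ±100 the full control effect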
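Kinetic fluorescence (2 min after stimulation buffer) measures Tl+ influx through KCNH2 3.1 expressed by viral transduction in U2OS cells; the rate constant is normalized against DMSO controls serving as positive and negative references.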
USP2a inh – blocks human ubiquitin-specific protease USP2a; USP2 core, Ub-CHOP2 coupled fluorogenic reporter, 485/531; Potency, µM (titrated, usually from 38.3 µM), for inactives: top-dose activity change, negative = inhibition, most hits filed as inhibitors; 330,000 tested, 0.01% active; AID 463254;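 further: potency means the concentration at half of the fitted maximal effect; plate controls were DMSO wells for no effect and full inhibition by NEM control for full effect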
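USP2 core (10nM final) preincubated 30min RT with compound in 20mM Tris-HCl pH 8.0, 2mM CaCl2, 2mM beta-mercaptoethanol, 0.05% CHAPS; 25nM Ub-CHOP2 plus 25nM reporter substrate added, fluorescence (Ex485/Em531) read after 60min.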
Coupling enz – counter-screen for Giardia aldolase inhibitors: coupling enzyme system; coupling enzyme system counterscreen, AmpLite Red fluorescence; activity change, negative = inhibition, % at 58.2 µM, hits read low; 290,000 tested, 0.67% active; in the data active means activity change below about -30%; further: on the % scale 0 is the no-effect control and ±100 the full control effect
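Activity here indicates interference with the coupling reaction, not aldolase inhibition. Compounds at 57.5 uM final met coupling enzymes for 10 min at RT; substrate and AmpLite Red detection followed, with a 525/598 nm fluorescence read after 20 min.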
TRPV1 ag – human TRPV1 agonism. activation, % at 8.33 µM. TRPV1-expressing cells, Fluo-8 calcium influx, agonist mode. Q8NER1. 320,000 tested, 0.19% active; in the data active means activation above about 80%; inconclusive means between about 30% and that limit; further: 0% is about no effect
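Cells expressing TRPV1 were dye-loaded with Fluo-8 and read kinetically: 10 s baseline, 3 min after compound (agonist portion), then 2 min after EC20 capsaicin (allosteric enhancer portion). Calcium-bound dye fluorescence at 480/520 nm.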
An asterisk follows results filed as active; ? = inconclusive; · = not tested or not shown; [ ] = dose if it differs, or a comment. Unless noted, the call rests on the fitted dose curve; in most records, active means well fitted curve in the direction sought with a large enough effect; inconclusive means small, poorly fitted or top-dose-only effect, or another doubt; inactive means no such curve, though single readings can be large; an effect the other way counts as inactive or inconclusive. Not all compounds are listed (hit frequency here may not be typical).

Below each compound: B2AR arrestin, GALK inh, hERG WT inh, CXXC DNA block, TRPV1 ag, KCNH2 3.1 block, Giardia kill, Menin MLL FP TR, PKM2 act, Coupling enz, USP2a inh
- O=C(CCN1CCCCC1)NNC(=O)C12CC3CC(CC(C3)C1)C2
 : 4.9%, -1%, 8, 3%, 1, 13, 4, -7%, 3%, 2, 4%
- COc1ccc(S(=O)(=O)NC(C)C)cc1-n1cnnn1
 : 0.0%, 7%, -4, 9%, 2, -13, 12, 2%, 0%, 1, 2%
- COc1cc2[nH]c(C(=O)Nc3ccc4c(c3)OCCO4)cc2c(OC)c1OC
 : 0.1%, -4%, -2, 13%, 1, 1, 3, ·, ·, ·, 1%
- COc1ccc(CCC(=O)N/N=C\c2cccs2)cc1
 : -0.3%, 2%, ·, -2%, ?, 7, -20, 1%, 1%, -9, 1%
- CN(Cc1ccccc1)C(=O)CCC1CCN(C(=O)CC2=CCCCC2)CC1
 : -0.2%, ·, -30, -1%, -1, -7, 0, -3%, 10%, 3, 0%
- COC(=O)C1=C(N)OC2=C(C(=O)CCC2)C1c1cccs1 (stereo not given)
 : -0.5%, 0%, 2, -4%, -2, 2, 0, -2%, 2%, -15, -2%
- COc1cccc(C2N(c3ccc(Cl)cc3)C(=O)C3CCCN32)c1 (stereo not given)
 : -0.6%, -2%, 6, 4%, 2, 4, -2, 2%, -6%, 1, -1%
- O=C(Cn1ccsc1=NC(=O)C(F)(F)F)c1ccccc1
 : 0.2%, 1%, -3, 1%, 5, 2, 0, 0%, 9%, 0, 1%
- Cc1ccc(OCc2nc(C#N)c(NCc3ccco3)o2)cc1
 : -1.0%, 0%, 14, -15%, 13, -9, -18, -15%, 19%, 3, -1%
- Cc1oc2c(C)c(O)ccc2c(=O)c1N1C(=O)c2ccccc2C1=O
 : -2.0%, 1%, -6, 11%, 4, 19, 10, -5%, 6%, 2, -1%

Individual results from the results shown.
TRPV1 ag with COc1cccc(C2N(c3ccc(Cl)cc3)C(=O)C3CCCN32)c1 (stereo not given) reads 2
CXXC DNA block with COc1cc2[nH]c(C(=O)Nc3ccc4c(c3)OCCO4)cc2c(OC)c1OC reads 13%

Next section:
Below each compound: B2AR arrestin, GALK inh, hERG WT inh, CXXC DNA block, TRPV1 ag, KCNH2 3.1 block, Giardia kill, Menin MLL FP TR, PKM2 act, Coupling enz, USP2a inh
- CCC(C)c1ccccc1N1CC(C(=O)N2CCN(S(=O)(=O)c3cccc([N+](=O)[O-])c3)CC2)CC1=O (stereo not given)
 : 0.2%, ·, -5, ·, -1, 1, -21, ·, ·, ·, 2%
- Cn1c2c(c(=O)n(C)c1=O)C(CC(=O)Nc1ccccc1)C(=O)N2 (stereo not given)
 : 0.2%, 0%, -10, 0%, 0, 6, 6, 1%, 9%, 1, 0%
- Cc1cc(=O)oc2cc(OCC(=O)NCCCN3CCCC3=O)ccc12
 : -0.4%, -1%, -8, 2%, 4, -10, 11, -1%, ·, 0, 6%
- Cc1cc(C)n2nc(C(=O)N3CCN(c4ccc([N+](=O)[O-])cc4)CC3)nc2n1
 : -0.1%, 2%, 3, 3%, 1, -23, -8, 5%, 0%, 3, 9%
- Cc1onc(-c2ccccc2Cl)c1C(=O)NNC(=O)c1ccc(F)cc1
 : -0.2%, 2%, 5, 28%, -2, 2, ?, 11%, 1%, 0, 3%
- CCOC(=O)c1c(NC(=O)C2COc3ccccc3O2)sc2c1CCN(Cc1ccccc1)C2 (stereo not given)
 : -0.4%, 0%, -20, 9%, ?, ?, -1, 8%, -19%, -3, 2%
- O=C(Nc1cccc(S(=O)(=O)Nc2ccc(SC(F)F)cc2)c1)C1CCC1
 : -0.5%, ·, 2, ·, ·, -7, -14, ·, ·, ·, 0%
- Cc1ccc(NC(=O)c2cc(=O)c3ccccc3o2)cc1S(=O)(=O)N1CCOCC1
 : -0.1%, 1%, 0, 0%, 28, 3, 0, ·, 0%, -3, -1%
- COCC(C)n1c(C)cc(C(=O)COC(=O)c2ccc3c(c2)NC(=O)CS3)c1C (stereo not given)
 : 0.5%, 0%, -6, ?, 15, 8, 4, 11%, ?, -1, 4%
- O=C(c1cccc(C(F)(F)F)c1)N1CCCC1
 : -0.5%, 0%, 43, 4%, 16, -2, 4, -8%, 2%, -2, -1%

(continued)
Below each compound: B2AR arrestin, GALK inh, hERG WT inh, CXXC DNA block, TRPV1 ag, KCNH2 3.1 block, Giardia kill, Menin MLL FP TR, PKM2 act, Coupling enz, USP2a inh
- COc1ccc2[nH]c(=O)cc(C(=O)O)c2c1
 : -0.2%, 7%, 5, 18%, 0, -3, 0, -2%, 0%, -1, 0%
- COc1cccc(OC)c1C(=O)Nc1ccc(S(=O)(=O)N2CCCCC2)cc1
 : -0.6%, 14%, 1, -2%, 2, -2, 5, 23%, 0%, -4, -1%
- CC(C)(C)c1ccc(C(=O)c2c[nH]c(C(=O)O)c2)cc1
 : 0.3%, 1%, 3, -11%, -1, 4, -25, 11%, 32µM*, 27, -3%
- COc1nc(-c2ccccc2)ccc1-c1noc(-c2ccc(F)cc2)n1
 : 0.0%, 5%, ·, 1%, 5, ·, ·, 1%, 6%, 0, -1%
- CC(C)[C@H](NC(=O)c1ccccc1)C(=O)OCC(=O)N1CC2(C)CC1CC(C)(C)C2 (stereo not given in full)
 : -0.2%, -1%, 7, ?, 9, -2, -9, 1%, -2%, 0, 1%
- Cc1nc(N2CCN(S(=O)(=O)c3cccc4nonc34)CC2)c2c3c(sc2n1)CCCC3
 : -0.2%, 5%, -2, 8%, 8, -1, -5, 4%, 5%, 1, 0%
- COc1ccc(OCCCC(=O)N2CCCc3ccccc32)cc1
 : 0.1%, 0%, 6, 3%, 6, 18, 5, -12%, 1%, 0, -1%
- O=C(NCc1ccc(N2CCCC2=O)cc1)c1cccc(Cl)c1
 : -0.3%, 0%, 9, 9%, 1, 16, -1, -9%, -1%, 4, 1%
- CCC(C)NC(=O)Cn1ccc2cc(S(=O)(=O)N3CCCCCC3)ccc21 (stereo not given)
 : -0.1%, -4%, -14, 31%[activator], 5, 6, -24, 12%, ·, 2, 3%
- COc1ccc(N2C(=O)CSC2c2cccs2)cc1 (stereo not given)
 : -0.6%, ·, -5, 7%, 0, -21, -14, -6%, 3%, 3, 1%

Next section
Below each compound: B2AR arrestin, GALK inh, hERG WT inh, CXXC DNA block, TRPV1 ag, KCNH2 3.1 block, Giardia kill, Menin MLL FP TR, PKM2 act, Coupling enz, USP2a inh
- COc1cc2ccccc2cc1C(=O)Nc1ccc(Br)cn1
 : 0.0%, -4%, -9, 5%, 6, 0, -7, 1%, 1%, 6, 2%
- COc1cc(OC)nc(NC2OC(=O)c3ccccc32)n1 (stereo not given)
 : -0.3%, 1%, -17, -13%, 1, 22, -16, -8%, 13%, 4, 0%
- O=C1C(c2ccc(F)cc2)N(Cc2ccc3c(c2)OCO3)C(=O)CN1C1CCCC1 (stereo not given)
 : 0.1%, 0%, 5, -4%, ?, 2, -12, -17%, -4%, -1, -1%
- O=C(NC1=NCCS1)c1ccc(OCC2CCCO2)cc1 (stereo not given)
 : -0.9%, 0%, -17, 1%, 5, -3, -5, -4%, 2%, 4, -2%
- CCN1CCN(CCCNC(=O)c2ccc(/C=C3/Oc4ccccc4N(Cc4cccc(C)c4)C3=O)cc2)CC1
 : 0.1%, 4%, 0, ?, 12, -2, 11, ·, ·, ·, 2%
- Cc1cc(C(=O)N2CCCC(Nc3ccccc3)C2)c2ccc(F)cc2n1 (stereo not given)
 : 0.0%, -3%, -13, 0%, ?, -27, -1, 3%, ·, 2, 0%
- CC/C(O)=C1\C(=O)CCCC1=NCCc1nc2ccccc2[nH]1
 : -0.3%, 1%, ·, -2%, -1, ·, ·, -1%, ·, -5, -1%
- O=C(Cc1ccccc1)NNS(=O)(=O)c1ccc(F)cc1
 : 0.1%, -2%, 1, 11%, 1, 5, -13, 1%, -1%, 1, 11%
- CCSc1nnc(NC(=O)Cc2ccccc2OC)s1
 : -1.2%, 2%, 6, 13%, 10, -9, -3, ?, -4%, 1, 3%
- CC(NC(=O)COc1ccccc1)C(=O)N1CCN(c2ccc(F)cc2)CC1 (stereo not given)
 : -0.9%, ·, 14, ·, ·, -20, 9, ·, ·, ·, 10%
- CN1CCc2c(sc3c2C(=O)NC(c2cn(Cc4ccccc4)c4ccccc24)N3)C1 (stereo not given)
 : -0.3%, 0%, 1, 194%[activator], 0, -5, -7, -13%, 4%, -3, 1%
- COc1ccc(N2CCN(c3ccc(NC(=O)c4ccc5c(c4)OCO5)cc3C#N)CC2)cc1
 : -0.3%, 1%, -6, 18%, 1, -11, -18, ?, 12%, -2, -6%
- CCn1c(CN2C(=O)CSc3ccccc32)n[nH]c1=S
 : 0.2%, 2%, 8, 2%, 4, -87*, ?, ·, -1%, -7, 0%
